Screening data: PubChem, The Scripps Research Institute Molecular Screening Center
PLC-beta3 inh: human PLC-beta3 inhibitors, primary screen, biochemical, fluorescence; 1-phosphatidylinositol 4,5-bisphosphate phosphodiesterase beta-3 (Homo sapiens), Q01970; Purified PLC-beta3, fluorogenic substrate; inhibition, % at 12.2 µM; 370,000 tested, 0.18% active; in the data active = inhibition above about 11%;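 also: 0% = median of compound wells on plate and 100% = full blocker control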
DAX1 inh-1: DAX1 (NR0B1) inhibitors on StAR promoter, primary screen, cell-based, luminescence, SF-1 (NR5A1), full-length DAX-1 | AID 652010, 2013 | inhibition, % at 6.8 µM | 370,000 tested, 1.1% active | HEK293T StAR-luciferase reporter, SF-1/DAX-1 repression relief;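 active = inhibition above the mean over all tested compounds plus 3 SD, cut at about 3.6% in these data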;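 also: 0% = DAX-1 cells with DMSO and 100% = cells lacking DAX-1 with DMSO; higher inhibition means more luminescence from relief of DAX-1 repression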
hgDAF-12 ag: H. glycines DAF-12 receptor agonists, primary screen, cell-based, luminescence, HEK293, GAL4 fusion, UAS-luciferase; HEK293 GAL4-hgDAF12 UAS-luciferase reporter, agonist luminescence; normalized to butyrate control; activation, % at 6.8 µM; 370,000 tested, 1.8% active; AID 687014, 2013;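 active = activation above a cutoff set at the mean of all screened compounds plus 3 SD, cut at about 10% in these data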;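 also: 0% = DMSO wells and 100% = sodium butyrate wells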
PLCg1 inh: PLC-gamma1 enzyme inhibitors, primary screen, biochemical, fluorescence, purified enzyme; fluorogenic substrate; inhibition, % at 12.2 µM; 370,000 tested, 0.84% active; 1-phosphatidylinositol 4,5-bisphosphate phosphodiesterase gamma-1 (Homo sapiens), P19174; in the data active = inhibition above about 9.5%
ADAM10 inh: human ADAM10 inhibitors, primary screen, biochemical, QFRET, HTS; 370,000 tested, 0.62% active; AID 720582, 2013; inhibition, % at 7 µM; Disintegrin and metalloproteinase domain-containing protein 10 (Homo sapiens), O14672; recombinant ADAM10, EDANS/DABCYL FRET peptide cleavage, 3 h;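 active = inhibition above a per-campaign cutoff equal to the mean of compounds falling between control-based bounds plus 3 SD, cut at about 20% in these data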;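 also: 0% = DMSO wells while the 100% control is not disclosed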
Target sequence (O14672 214-748 limits assumed): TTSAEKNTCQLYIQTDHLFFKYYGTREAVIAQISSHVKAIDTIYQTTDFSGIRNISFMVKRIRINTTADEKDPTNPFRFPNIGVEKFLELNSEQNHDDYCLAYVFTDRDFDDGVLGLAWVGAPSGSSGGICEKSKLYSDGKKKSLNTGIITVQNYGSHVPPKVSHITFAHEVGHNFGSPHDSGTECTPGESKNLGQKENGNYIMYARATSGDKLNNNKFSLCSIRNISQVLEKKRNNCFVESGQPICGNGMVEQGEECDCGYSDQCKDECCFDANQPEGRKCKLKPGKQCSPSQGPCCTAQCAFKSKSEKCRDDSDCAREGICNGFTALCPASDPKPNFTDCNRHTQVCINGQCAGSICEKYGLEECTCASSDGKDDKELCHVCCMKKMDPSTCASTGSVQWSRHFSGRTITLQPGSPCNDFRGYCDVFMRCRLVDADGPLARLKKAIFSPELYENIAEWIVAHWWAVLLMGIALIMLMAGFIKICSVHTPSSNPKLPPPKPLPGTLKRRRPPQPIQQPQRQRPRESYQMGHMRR
GAA850 FXN act: FXN promoter activators, primary screen, cell-based, luciferase luminescence, HEK293 lucGAA850. HEK293 lucGAA850 FXN promoter luciferase reporter, 24 h; percent of 10 µM SAHA response. activation, % at 6 µM. 360,000 tested, 0.56% active;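 active = activation above the average of all compounds screened plus 3 SD, cutoff fixed separately per campaign, cut at about 7.5% in these data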;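 also: 0% = DMSO wells and 100% = 10 µM SAHA wells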
ssDAF12 agonist: S. stercoralis DAF-12 nuclear receptor activators, primary screen, cell-based, luminescence, HEK293, GRIP1 co-expression, lit1-tk-luc | Nuclear hormone receptor DAF-12 (Strongyloides stercoralis) | HEK293 ssDAF-12/GRIP1 lit1-tk-luc reporter; % of 3 µM dafachronic acid response | activation, % at 6.8 µM | 370,000 tested, 1% active;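 active = activation above the mean over all tested compounds plus 3 SD, cut at about 0.9% in these data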;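 also: 0% = DMSO-only wells and 100% = 3 µM delta7-dafachronic acid wells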
hcDAF-12 act: H. contortus DAF-12 nuclear receptor activators, primary screen, cell-based, luminescence, HEK293, lit1-tk-luc reporter | HEK293 hcDAF-12 lit1-tk-luc reporter; 0% DMSO, 100% Δ7-dafachronic acid | activation, % at 6.8 µM | 370,000 tested, 1.4% active;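 active = activation above the mean of all tested compounds plus 3 SD, cut at about 5.5% in these data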;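 also: 100% = response to 3 µM Δ7-dafachronic acid high control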
DAX1 inh-2: DAX1 (NR0B1) inhibitors, primary screen, cell-based, HEK293, Gal4-DAX1, luciferase luminescence; inhibition, % at 6.75 µM; 340,000 tested, 0.99% active; AID 504766, 2011; HEK293 Gal4-DAX1 luciferase reporter;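 active = inhibition above the mean over all tested compounds plus 3 SD, cut at about 4.2% in these data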;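 also: 0% = DAX1-transfected cells with DMSO and 100% = empty-vector control cells with DMSO; inhibition shows as a rise in luminescence from relieved DAX1 repression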
ADAM17 inh: ADAM17 inhibitors, primary screen, biochemical, QFRET. inhibition, % at 6.95 µM. 370,000 tested, 0.83% active. recombinant ADAM17, EDANS/DABCYL FRET peptide cleavage. Disintegrin and metalloproteinase domain-containing protein 17 (Homo sapiens), P78536. AID 720648, 2013;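 active = inhibition above the mean of compounds lying between control limits plus 3 SD, set per campaign, cut at about 8.5% in these data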;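 also: 0% = DMSO-only wells as the low control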
HGIII-sPLA2 inh: human group III sPLA2 inhibitors, primary screen, biochemical, QFRET, BODIPY PC-A2 liposome substrate; 370,000 tested, 0.56% active; Group 3 secretory phospholipase A2 (Homo sapiens), Q9NZ20; inhibition, % at 12.2 µM; QFRET BODIPY PC-A2 liposome hydrolysis, fluorescence;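 active = inhibition above mean plus 3 SD of compounds lying within the high and low control bounds, cut at about 19% in these data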;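 also: 0% = median of test compound wells and 100% = no enzyme DMSO wells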
Target sequence (Q9NZ20 whole entry, looked up): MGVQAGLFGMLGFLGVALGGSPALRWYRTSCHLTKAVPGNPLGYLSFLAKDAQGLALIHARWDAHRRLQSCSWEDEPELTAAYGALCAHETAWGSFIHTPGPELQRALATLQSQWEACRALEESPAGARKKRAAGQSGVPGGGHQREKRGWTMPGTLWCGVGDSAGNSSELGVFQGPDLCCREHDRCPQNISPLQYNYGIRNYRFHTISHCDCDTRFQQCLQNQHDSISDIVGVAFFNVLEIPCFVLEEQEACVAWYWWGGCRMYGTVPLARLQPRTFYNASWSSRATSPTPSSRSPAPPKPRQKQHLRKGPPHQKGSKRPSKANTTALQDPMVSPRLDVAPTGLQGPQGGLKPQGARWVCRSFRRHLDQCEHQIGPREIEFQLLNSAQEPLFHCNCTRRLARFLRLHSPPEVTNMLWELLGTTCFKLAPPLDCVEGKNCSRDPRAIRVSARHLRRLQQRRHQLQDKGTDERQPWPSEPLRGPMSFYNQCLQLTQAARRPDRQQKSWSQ
* = called active by the depositor; . = no result given.

compound,PLC-beta3 inh,DAX1 inh-1,hgDAF-12 ag,PLCg1 inh,ADAM10 inh,GAA850 FXN act,ssDAF12 agonist,hcDAF-12 act,DAX1 inh-2,ADAM17 inh,HGIII-sPLA2 inh
CCC1CCCCN1C(=O)Cn1c(=O)n(CCCC(=O)NCc2ccco2)c(=O)c2sccc21 (stereo not given),4,0.0,1.5,9,1,0.9,-1.4,2.2,1.3,2,9
CCC(C(=O)NCc1ccc(F)cc1)N(Cc1cccs1)C(=O)c1snc(C(N)=O)c1N (stereo not given),-48,-0.7,-3.3,-29,-81,-0.5,-1.2,-2.8,2.1,-24,6
O=c1oc2ccccc2cc1N1CCOCC1,1,0.2,2.7,-2,-6,1.7,-1.1,-0.9,-0.7,0,7
Cc1cc(C(=O)N2CCCC2(C)C(=O)NCC(C)C)nn1C(C)(C)C (stereo not given),-1,1.3,-1.9,-1,-8,0.0,-1.5,-2.1,.,-7,8
C[C@H](O)[C@@H]1C(=O)N2CCc3ccc(N4CCN(C)CC4)cc3[C@@H]2C[C@@H]1N(C)C(=O)c1ccc(C#N)cc1,-26,1.3,-2.9,-18,-11,0.2,-0.5,-0.8,-0.6,-1,3
CC(=O)Nc1cc(-c2cccnc2)cn2c(-c3ccc(F)cc3)cnc12,-31,-3.3,1.1,-21,-36,0.7,-1.5,-1.3,.,-9,-4
O=C(O)/C=C/c1coc2ccc(F)cc2c1=O,1,0.4,-0.4,-3,0,1.7,-1.1,-0.2,-0.8,0,0
COc1cc(/C=N/NC(=S)NCCc2ccccc2)cc(OC)c1OC,-6,-0.3,-1.5,4,14,-1.2,-1.3,0.0,2.6,7,6
C/C=C(\C)C(=O)Nc1cccc(C2=NOC3(C2)C[C@@H](C(N)=O)N(C(=O)c2cc([N+](=O)[O-])cc([N+](=O)[O-])c2C)C3)c1 (stereo not given in full),4,-0.4,-1.8,1,-6,-2.1,-1.4,-1.2,-0.5,-4,-10
CCCCCCCCN1C(=O)[C@H](CC(=O)N2CCOCC2)C[C@@]2(C(=O)OC)CCCCC=C12,2,-1.3,-1.4,4,5,.,-1.3,-1.2,.,3,-13
Cc1cc(C)cc(C(=O)NC(CC(N)=O)c2ccc(N3CCN(c4ccccn4)CC3)c([N+](=O)[O-])c2)c1 (stereo not given),-5,0.3,0.1,-1,3,-1.0,-0.6,0.0,-0.1,0,1
N/C(=N\OC(=O)c1ccc(F)cc1)c1ccc(Br)cc1,-6,-0.7,6.4,-1,0,-1.0,-1.4,-0.6,-0.5,-6,2
O=C(COc1ccc2ccc(=O)oc2c1)N1CCN(c2ccc(F)cc2)CC1,-3,-0.1,0.6,1,-32,1.1,-1.6,-0.4,0.8,-10,-3
O=C(NCCC1=CCCCC1)c1cccc2c1C(=O)N(C1CCCCC1)C2,-3,0.0,1.3,-1,-4,3.6,-0.6,0.2,0.2,-2,3
O=C(/C=C/c1ccc(Cl)c([N+](=O)[O-])c1)Nc1ccc(N2CCCC2)cc1,3,-0.2,0.7,8,5,1.8,-0.3,3.3,-1.9,2,7
CC(=O)Nc1cc2c3c(c1)CCC(=O)N3CCC2,-4,0.0,0.1,-2,-8,1.4,-1.1,0.5,0.1,0,7
Cc1cc(C)nc(NC(=O)c2csnn2)c1,-3,-0.4,0.5,-4,-13,2.7,-0.4,-1.2,.,-7,3
Cc1cccc(-c2nc(NCCCN(C)C)c3ccccc3n2)c1,-10,0.3,-0.2,-3,-5,2.5,1.1*,1.2,0.0,0,18
COc1ccc(NC(=O)C2CCCN2S(=O)(=O)c2ccc3c(c2)CCC(=O)N3)c(OC)c1 (stereo not given),2,0.1,1.9,-3,-3,1.6,-1.4,-1.9,-0.7,1,-2
CC(=O)Nc1cccc(NC(=O)C2CCCN2C(=O)Nc2cccc(C)c2)c1 (stereo not given),1,-0.1,3.0,2,13,0.2,-0.4,-1.7,-0.4,2,0
O=C(Nc1ccccc1)N1CCn2c1nc1ccccc12,-2,-0.3,2.2,0,1,2.7,-0.3,5.5,0.8,-3,-1
COc1ccccc1OCCCOc1ccc(/C=C2\SC(=O)NC2=O)cc1OC,-4,0.7,0.2,-1,-4,0.2,-1.2,-1.4,-1.8,0,-18
COc1ccc(C(=O)CSc2nnc(NC(=O)C3CC(=O)N(c4ccccc4)C3)s2)cc1 (stereo not given),0,0.1,-2.0,0,1,-3.0,-0.6,-1.8,-0.3,-1,-34
COc1cc2c(cc1OC)C(C)N(C(=S)Nc1ccccc1)CC2 (stereo not given),-8,-0.6,0.9,-2,-10,-0.1,-0.6,-1.8,-0.8,-4,1
Cc1cc(-c2ccc(S(=O)(=O)N3CCCCC3)s2)on1,-7,0.3,-0.3,2,-4,0.7,-1.4,-1.3,0.6,-1,0
c1ccc(Nc2ncnc3[nH]ncc23)cc1,-1,0.2,-1.4,1,8,0.1,-2.1,-1.1,.,-8,6
COC(=O)c1ccc(NC(=O)CSc2nc3cccnc3n2C)cc1,-1,-0.9,-3.4,6,6,-1.3,-1.4,-3.2,-0.6,-1,-1
CCc1ccc(NC(=S)Nc2cccc3cnccc23)cc1,-16,-1.6,-0.8,-14,-5,1.9,0.3,3.0,0.2,-3,-5
Cc1ccc(SCC(=O)OCC(=O)N(CCC#N)c2ccccc2)cc1C,-8,1.1,-1.2,0,-2,0.4,-1.0,-1.0,0.1,-5,-8
CCc1ccccc1NC(=O)c1ccoc1C,-1,1.9,-0.2,-2,11,-1.4,-0.7,-1.6,-0.6,-3,2

For convenience, part of the list above:
compound,PLC-beta3 inh,DAX1 inh-1,hgDAF-12 ag,PLCg1 inh,ADAM10 inh,GAA850 FXN act,ssDAF12 agonist,hcDAF-12 act,DAX1 inh-2,ADAM17 inh,HGIII-sPLA2 inh
CCC1CCCCN1C(=O)Cn1c(=O)n(CCCC(=O)NCc2ccco2)c(=O)c2sccc21 (stereo not given),4,0.0,1.5,9,1,0.9,-1.4,2.2,1.3,2,9
CCC(C(=O)NCc1ccc(F)cc1)N(Cc1cccs1)C(=O)c1snc(C(N)=O)c1N (stereo not given),-48,-0.7,-3.3,-29,-81,-0.5,-1.2,-2.8,2.1,-24,6
O=c1oc2ccccc2cc1N1CCOCC1,1,0.2,2.7,-2,-6,1.7,-1.1,-0.9,-0.7,0,7
Cc1cc(C(=O)N2CCCC2(C)C(=O)NCC(C)C)nn1C(C)(C)C (stereo not given),-1,1.3,-1.9,-1,-8,0.0,-1.5,-2.1,.,-7,8
C[C@H](O)[C@@H]1C(=O)N2CCc3ccc(N4CCN(C)CC4)cc3[C@@H]2C[C@@H]1N(C)C(=O)c1ccc(C#N)cc1,-26,1.3,-2.9,-18,-11,0.2,-0.5,-0.8,-0.6,-1,3
CC(=O)Nc1cc(-c2cccnc2)cn2c(-c3ccc(F)cc3)cnc12,-31,-3.3,1.1,-21,-36,0.7,-1.5,-1.3,.,-9,-4
O=C(O)/C=C/c1coc2ccc(F)cc2c1=O,1,0.4,-0.4,-3,0,1.7,-1.1,-0.2,-0.8,0,0
COc1cc(/C=N/NC(=S)NCCc2ccccc2)cc(OC)c1OC,-6,-0.3,-1.5,4,14,-1.2,-1.3,0.0,2.6,7,6
C/C=C(\C)C(=O)Nc1cccc(C2=NOC3(C2)C[C@@H](C(N)=O)N(C(=O)c2cc([N+](=O)[O-])cc([N+](=O)[O-])c2C)C3)c1 (stereo not given in full),4,-0.4,-1.8,1,-6,-2.1,-1.4,-1.2,-0.5,-4,-10
CCCCCCCCN1C(=O)[C@H](CC(=O)N2CCOCC2)C[C@@]2(C(=O)OC)CCCCC=C12,2,-1.3,-1.4,4,5,.,-1.3,-1.2,.,3,-13

(list continues)
compound,PLC-beta3 inh,DAX1 inh-1,hgDAF-12 ag,PLCg1 inh,ADAM10 inh,GAA850 FXN act,ssDAF12 agonist,hcDAF-12 act,DAX1 inh-2,ADAM17 inh,HGIII-sPLA2 inh
COc1ccc(CNC(NC(=O)c2ccccc2)(C(F)(F)F)C(F)(F)F)cc1,1,-0.2,0.5,-2,2,0.5,-1.1,-1.2,0.5,-4,7
O=C(CCc1ccc(S(=O)(=O)N2CCCCC2)cc1)c1nnc(-c2ccccc2)o1,0,0.2,-1.8,-1,3,0.2,-1.7,-1.9,0.3,0,-64
COC(=O)C(Cc1ccccc1)NC(=O)C(N)CC(=O)O (stereo not given),7,-0.1,-2.1,8,8,.,-0.8,4.2,.,2,3
CCOc1cc(C2C3=C(CCCC3=O)NC3=C2C(=O)CCC3)cc(Cl)c1O,-2,0.0,-2.7,-5,-5,-0.3,-1.3,-1.1,-0.9,-4,1
COC(=O)[C@@]1(Cc2ccc(F)cc2)[C@H]2c3cc(C(=O)N4CCCC4)n(Cc4cc(C)n(C)n4)c3C[C@H]2CN1C(=O)c1ccccc1,-7,-0.5,1.0,-6,-1,.,-1.5,-0.3,.,-1,-13
O=C(CSc1ccc(-c2ccccc2)nn1)c1ccccc1,-2,2.1,10,-5,-4,4.6,-0.8,0.8,3.8,1,-58
CC(C)c1nc(C#N)c(NN)o1,-54,0.9,5.9,-49,4,0.7,-1.2,2.9,2.2,0,7
Cn1c(=O)n(C)c2cc(NS(=O)(=O)c3cccs3)ccc21,-1,0.5,-0.1,-1,-5,3.3,-0.5,0.4,0.5,3,0
COc1ccc(C2C(C(=O)NCC3CCCO3)c3cc(OC)c(OC)cc3C(=O)N2C)cc1OC (stereo not given),-1,-0.4,-1.2,0,-17,-0.5,-1.6,-0.8,-0.9,-5,3
COc1ccc(CN2CCC[C@]3(N[C@H](c4ccc(C)cc4)[C@@H]4C(=O)N(Cc5ccccc5)C(=O)[C@@H]43)C2=O)cc1,5,-0.4,0.8,3,7,-3.5,-1.0,-1.8,-0.3,5,-8
